Screening results deposited in PubChem by The Scripps Research Institute Molecular Screening Center.
TEAD-YAP block – TEAD-YAP interaction inhibition, primary screen, TEAD-YAP interaction inhibitor project, luminescence, HEK-TIYL cells. AID 1259422, 2018. 640,000 compounds, 1.4% hits. inhibition, % at 9.12 µM. TEAD-Gal4/YAP UAS-luciferase luminescence; in the data active = inhibition above about 32%;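 note: 0% = median of test compound wells and 100% = reference inhibitor wells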
FBW7 act – FBW7 E3 ligase activators, primary screen, biochemical, AlphaScreen, human. normalized activity (activation), % at 26.1 µM. 650,000 compounds, 0.13% hits. AlphaScreen FBW7–phospho-cyclin E peptide binding, activator screen; in the data active = normalized activity above about 1.9%;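 note: purified mutant Fbw7 with reduced substrate affinity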
Target sequence (Q969H0 whole entry, looked up): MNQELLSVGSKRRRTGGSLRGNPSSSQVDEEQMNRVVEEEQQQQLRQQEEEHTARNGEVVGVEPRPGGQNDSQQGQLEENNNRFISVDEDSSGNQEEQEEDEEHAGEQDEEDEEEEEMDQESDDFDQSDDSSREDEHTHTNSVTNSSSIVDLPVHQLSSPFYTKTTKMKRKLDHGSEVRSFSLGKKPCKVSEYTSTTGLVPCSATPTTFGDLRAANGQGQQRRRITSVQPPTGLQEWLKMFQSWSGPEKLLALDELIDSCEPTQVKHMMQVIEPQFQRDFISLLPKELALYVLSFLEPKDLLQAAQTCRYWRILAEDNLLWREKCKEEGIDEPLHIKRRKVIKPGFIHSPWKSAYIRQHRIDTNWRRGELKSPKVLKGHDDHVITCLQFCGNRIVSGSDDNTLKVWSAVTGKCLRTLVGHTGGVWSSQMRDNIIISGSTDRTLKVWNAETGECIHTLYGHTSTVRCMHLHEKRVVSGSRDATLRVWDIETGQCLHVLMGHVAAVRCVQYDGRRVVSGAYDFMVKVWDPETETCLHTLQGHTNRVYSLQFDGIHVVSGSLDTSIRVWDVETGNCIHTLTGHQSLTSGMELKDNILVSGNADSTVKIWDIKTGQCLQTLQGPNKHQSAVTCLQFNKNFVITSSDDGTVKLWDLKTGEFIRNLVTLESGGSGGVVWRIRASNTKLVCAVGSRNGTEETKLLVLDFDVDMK
MITF primary – MITF inhibitors, primary screen, biochemical, AlphaScreen, human | Microphthalmia-associated transcription factor (Homo sapiens), O75030 | AlphaScreen MITF homodimerization, bead proximity signal | inhibition, % at 2.6 µM | 650,000 compounds, 0.91% hits | AID 1259374, 2018; in the data active = inhibition above about 50%;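 note: 0% = vehicle wells with protein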
GPR151 activ – activators of human GPR151, primary screen, cell-based, PathHunter beta-arrestin, luminescence; G-protein coupled receptor 151 (Homo sapiens), Q8TDV0; PathHunter beta-arrestin GPR151 cells; activation, % at 11.2 µM; 650,000 compounds, 1% hits; AID 1508602, 2020; in the data active = activation above about 4.9%;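 note: 0% = median of compound wells and 100% = cells with positive control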
Target sequence (Q8TDV0 whole entry, looked up): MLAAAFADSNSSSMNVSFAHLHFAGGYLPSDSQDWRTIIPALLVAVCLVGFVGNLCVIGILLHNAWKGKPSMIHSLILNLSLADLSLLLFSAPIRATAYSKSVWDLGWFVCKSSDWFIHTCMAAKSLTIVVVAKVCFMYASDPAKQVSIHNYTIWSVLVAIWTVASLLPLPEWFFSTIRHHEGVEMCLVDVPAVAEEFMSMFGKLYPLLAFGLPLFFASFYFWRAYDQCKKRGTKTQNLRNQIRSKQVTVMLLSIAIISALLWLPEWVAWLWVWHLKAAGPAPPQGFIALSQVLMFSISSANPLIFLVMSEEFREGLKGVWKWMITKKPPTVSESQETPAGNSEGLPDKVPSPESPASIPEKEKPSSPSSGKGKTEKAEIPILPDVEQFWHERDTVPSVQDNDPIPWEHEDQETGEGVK
* marks the source's active call; other numbers are inactive results; . = no result given.

The line under a structure holds: TEAD-YAP block	FBW7 act	MITF primary	GPR151 activ
O=C(/C=C/c1ccc(Cl)cc1)N(Cc1ccccc1F)C1CCS(=O)(=O)C1 (stereo unspecified)
  -3	0.0	2	0.8
COc1ccc(-c2cc(C(F)(F)F)n3nc(C(=O)NCC(C)C)c(Cl)c3n2)cc1
  1	0.1	18	-1.0
Cc1ccc(C2(O)CC3CCC(C2)N3c2cc(C)nc(N)n2)cc1 (stereo unspecified)
  8	0.1	-19	-1.2
Cc1ccc2c(c1)N(C(=O)Nc1ccc(F)c(Cl)c1)CCO2
  -10	0.4	24	-1.6
Cc1cc(C)n(CNc2nonc2/C(N)=N/OCc2c(F)cccc2Cl)n1
  -32	0.0	2	0.0
O=C(c1ccc([N+](=O)[O-])cc1)N1CCN(c2ccccn2)CC1
  2	-0.1	5	0.3
O=C(CN(Cc1ccccc1)S(=O)(=O)c1ccc(Cl)cc1)NCC1CCCO1 (stereo unspecified)
  3	0.3	20	-2.0
C=CCN(C)C(=O)c1cnc2sc(C)cn2c1=O
  -9	-0.3	8	-0.3
O=C(Nc1ccc(-n2cnnn2)cc1)C1CCN(CC2CC=CCC2)CC1 (stereo unspecified)
  4	-0.1	12	1.0
CCC(C)c1ccccc1OCC(=O)Nc1nccs1 (stereo unspecified)
  11	-0.1	0	3.2
COc1cc(-c2cn[nH]c2)cc2c(=O)[nH]c(C3COc4ccccc4O3)nc12 (stereo unspecified)
  0	0.0	-19	-1.0
CSc1ccc(NC(=O)N[C@H]2C[C@H]3C(=O)N[C@@H](CC(C)C)C(=O)N3C2)cc1
  -1	0.2	12	-0.8
COc1ccc(NC(=O)c2ccc(NS(=O)(=O)c3c(C)noc3C)cc2)c(OC)c1
  -8	-0.2	-9	-0.9
CN(C(=O)c1cc(S(=O)(=O)N2CCc3ccccc32)cn1C)C1CCCCC1
  -5	-0.2	0	0.9
CCOC(=O)c1ccc(-c2ccc(/C=C3\C(=O)N(c4ccccc4)N=C3C)o2)cc1
  -8	-0.1	14	1.0
CC1CCCC(NC(=O)COC(=O)c2ccc(S(=O)(=O)Nc3ccccc3)cc2)C1C (stereo unspecified)
  -3	-0.4	-7	-1.1
COc1ccccc1-n1c(=S)sc2c(=O)n(-c3ccccc3)c(SCC(=O)NCc3ccccc3)nc21
  4	0.9	11	-0.7
O=C1N[C@@H](Cc2ccc(O)cc2)C(=O)N2CCN(Cc3ccc(F)c(F)c3)C[C@H]12
  4	-0.2	4	-0.6
COc1ccc(/C=C/C(=O)NC(=S)N2CCN(c3ccccn3)CC2)cc1OC
  -4	0.8	8	-0.6
Cc1ccc2c(c1)N(C(=O)c1ccc([N+](=O)[O-])cc1)CCC2
  -3	-0.6	2	-0.1

Remaining list, next part
The line under a structure holds: TEAD-YAP block	FBW7 act	MITF primary	GPR151 activ
COC(=O)c1nc2ccc(Cl)cn2c1F
  -7	0.9	13	-0.4
O=C(Nc1c2c(nn1-c1ccc([N+](=O)[O-])cc1)CS(=O)(=O)C2)c1ccc(Br)cc1
  1	0.0	6	-1.0
Cc1c(N=C2C=CC(=O)c3ccccc32)c(=O)n(-c2ccccc2)n1C
  -10	0.1	11	0.0
CC(=O)c1ccc(S(=O)(=O)NCCCN2CCOCC2)cc1
  -1	-0.1	6	-0.7
Cc1ccc(C)c(C(=O)COC(=O)c2cccnc2Cl)c1
  -14	0.4	12	0.2
COc1ccc(/C=C2\N=C(c3ccco3)OC2=O)c(OC)c1
  1	-0.1	3	0.4
CC(C)c1ccc(NC(=O)C2C3C=CC4(O3)C2C(=O)N(C2CCCCC2)C4C(=O)NC2CCCCC2)cc1 (stereo unspecified)
  -3	0.1	-1	-0.1
COC(=O)CN(c1ccc(OC)cc1)S(=O)(=O)c1ccc(OC)c(OC)c1
  -2	-0.1	20	-0.4
O=C1NCCN1CCNS(=O)(=O)c1ccc(F)cc1
  4	-0.1	0	0.5
CCN(CC)C(=O)C1CCCN(c2ccc(-n3cc(CC(=O)NCCCN4CCCC4=O)c4ccccc43)nn2)C1 (stereo unspecified)
  5	0.0	2	3.9
CNC(=S)N1CCN(c2ccccn2)CC1
  6	0.0	4	0.2
c1ccc2c(c1)sc1nnc(SCc3cn4ccccc4n3)n12
  -49	0.5	-2	-1.4
COc1ccc(-c2cc(-c3ccccc3)nc(SCCc3ccccc3)c2C#N)cc1
  1	0.3	15	1.3
CC(C)(C)NC(=O)C(c1ccncc1)N(C(=O)c1csnn1)c1cccc2ccccc12 (stereo unspecified)
  9	0.0	4	-0.7
COC(=O)C1(C(=O)OC)C(C)(C)C1(C(=O)OC)C(=O)OC
  0	0.2	7	1.5
N#CC1=C(N)OC2=C(C(=O)CCC2)C1Cc1ccccc1 (stereo unspecified)
  0	0.2	-8	1.6
COC(=O)Cc1c(C)c2ccc(OCC(=O)c3cccc(OC)c3)c(C)c2oc1=O
  10	0.1	6	-1.1
COc1cc(C(=O)NCC(=O)N/N=C/c2ccc(C(=O)O)cc2)cc(OC)c1OC
  -7	0.0	-7	2.1
CCOc1ccccc1C(=O)Nc1cccc(C(=O)OC)c1
  5	0.1	2	1.5
COc1ccc(/C(C)=N/Nc2nc(-c3sc(C)nc3C)cs2)cc1
  1	-0.1	0	1.3

(continued)
The line under a structure holds: TEAD-YAP block	FBW7 act	MITF primary	GPR151 activ
CCOC(=O)c1[nH]c2ccc(F)cc2c1NC(=O)CN(CC)CC
  3	-0.1	-1	0.8
CCc1noc2c1/C(=N\OC(C)=O)CC(C)(C)C2
  -8	-0.1	1	-0.8
Cc1cn2c(=O)c(C(=O)N3CCCc4ccccc43)cnc2s1
  5	-0.3	2	-1.7
O=C(Nc1nnnn1/N=C/c1ccccc1F)c1cccc2ccccc12
  6	-0.5	-1	0.3
Cc1ccc(N2CCN(C(=O)c3ccccc3[N+](=O)[O-])CC2)c(C)c1
  -2	-0.2	-7	0.6
O=C(Nc1nnc(CCS(=O)(=O)c2ccc(Br)cc2)s1)c1ccccc1
  2	0.0	-7	1.1
Cc1sc(NC(=O)c2ccccc2I)c(C(N)=O)c1C
  0	0.0	-3	1.1
COc1ccc(C)cc1NC(=O)C1c2ccccc2C(=O)N(C)C1c1cccs1 (stereo unspecified)
  -11	0.0	3	-0.5
CN(C)/C=C1\CCn2c1c(C#N)c1ncnc(-c3ccccc3)c12
  -5	0.6	2	0.7
CC(=O)c1ccc(OCC(=O)NCC2(N(C)C)CCCCC2)cc1
  -1	0.0	9	0.1
COc1ccc(CNCc2cccc([N+](=O)[O-])c2)cc1
  -1	-0.2	10	0.4
CCOC(=O)c1c(NC(=O)CSc2nnc(CNC(=O)c3ccc(OC)c(OC)c3)n2-c2cccc(C)c2)sc2c1CCCC2
  -6	-0.1	-14	0.7
O=C1C(Cl)=C(N2CCCCCC2)C(=O)N1c1ccccc1Cl
  8	0.3	9	-1.6
COc1ccc2c(c1)c(C)c(C)n2CCc1ccc(C)nc1
  50*	-0.2	-6	-1.6
CSc1ncccc1C(=O)N1CCN(c2ccccc2)CC1
  -3	-0.1	3	-0.4
COc1ccccc1CNC(=O)c1cccnc1SCc1cccc(Br)c1
  -1	-0.1	9	1.7
CCOC(=O)c1cc(CC)sc1NC(=O)c1cc2ccccc2oc1=O
  5	0.1	6	2.1
CCOc1ccc2c(c1)-c1c(ssc1=Nc1cccc(Cl)c1)C(C)(C)N2
  3	-0.2	10	0.6
O=C(NNc1ccccc1[N+](=O)[O-])NC1CCCCC1
  -9	0.1	13	-1.2
CCN1CCCC1CNC(=O)c1nn(-c2ccc(OC)cc2)c(=O)c2ccccc12 (stereo unspecified)
  2	-0.1	8	0.2

Part of the list above in order of SMILES length, smallest number first.
The line under a structure holds: TEAD-YAP block	FBW7 act	MITF primary	GPR151 activ
Cc1sc(NC(=O)c2ccccc2I)c(C(N)=O)c1C
  0	0.0	-3	1.1
CC(=O)c1ccc(OCC(=O)NCC2(N(C)C)CCCCC2)cc1
  -1	0.0	9	0.1
O=C(Nc1nnc(CCS(=O)(=O)c2ccc(Br)cc2)s1)c1ccccc1
  2	0.0	-7	1.1
CCOc1ccc2c(c1)-c1c(ssc1=Nc1cccc(Cl)c1)C(C)(C)N2
  3	-0.2	10	0.6
Cc1ccc(N2CCN(C(=O)c3ccccc3[N+](=O)[O-])CC2)c(C)c1
  -2	-0.2	-7	0.6

Continued.
SMILES | TEAD-YAP block | FBW7 act | MITF primary | GPR151 activ
O=C(CSc1cccc[n+]1[O-])c1ccc(-c2ccccc2)cc1 | -28 | -0.2 | -8 | 0.2
Cc1cc(F)ccc1S(=O)(=O)N1CCCOC1CNC(=O)C(=O)NC(C)C (stereo unspecified) | 11 | 0.1 | 7 | -0.3
CNc1nc2cc([N+](=O)[O-])c([N+](=O)[O-])cc2nc1NC | 57* | -0.1 | 9 | -0.2
N#Cc1c(/N=c2\oc3ccccc3cc2C(=O)Nc2ccc(F)cc2)sc2c1CCCC2 | 0 | 0.0 | -7 | 1.4
O=C(CC(NS(=O)(=O)c1ccc(Br)cc1)c1ccco1)N1CCCC1 (stereo unspecified) | -2 | -0.1 | 0 | -0.7
CCC(C)NC(=O)c1ccc2c(c1)N(C)C(=O)/C(=C/c1ccccc1F)S2 (stereo unspecified) | 8 | 0.2 | -2 | -0.2
COc1ccc(C(=O)Nc2cc(-n3c(C)nc4ccccc4c3=O)ccc2Cl)cc1OC | -17 | 0.2 | 9 | 0.0
COc1cccc(C(=O)Nc2c3c(nn2-c2cccc(Cl)c2)CS(=O)C3)c1 (stereo unspecified) | -2 | -0.3 | -10 | -0.9

(continued)
SMILES | TEAD-YAP block | FBW7 act | MITF primary | GPR151 activ
COc1cc(Nc2nc(-c3ccccc3)nc3nc[nH]c23)cc(OC)c1OC | 60* | 0.0 | 5 | -0.5
CCn1cc(C(=O)NC2CCCCCC2)c2c3ccccc3n(C)c2c1=O | -1 | -0.1 | -19 | -0.6
CCN(CC)C(=O)C1CCCN(c2nc(NCc3ccccc3)c3ncn(C(C)C)c3n2)C1 (stereo unspecified) | -4 | -0.3 | 1 | 0.6
COc1cc(C(=O)OCCCN=C2NS(=O)(=O)c3ccccc32)cc(OC)c1OC | -4 | 0.1 | 4 | 1.0
CCOc1ccccc1N(CC(=O)N1CCN(c2ccccc2)CC1)S(=O)(=O)c1ccc(C)cc1 | 4 | 0.1 | 18 | 0.1
O=C1C(=O)N(Cc2ccccc2)C(=O)N1CC(=O)N1CCCc2ccccc21 | 11 | -0.1 | 6 | 1.9
CC(C)(Oc1ccc(Cl)cc1)C(=O)O/N=C(\N)c1ccc([N+](=O)[O-])cc1 | 6 | 0.0 | 11 | -0.3
Cc1ccc(Cl)cc1NC(=O)CC1SC(N)=NC1=O (stereo unspecified) | -1 | 0.2 | 12 | -0.2

Carrying on.
SMILES | TEAD-YAP block | FBW7 act | MITF primary | GPR151 activ
COc1ccc2c(CC(=O)OCC(N)=O)coc2c1 | 0 | 0.0 | 2 | 1.9
O=C(CC1C(=O)NCCN1Cc1ccc(-c2ccccc2)cc1)NCCCN1CCCC1=O (stereo unspecified) | -28 | 0.0 | -3 | 1.3
COc1cccc(-c2csc3nc[nH]c(=O)c23)c1 | -10 | -0.3 | -7 | -1.3
Cc1ccc(C)c(-n2nnc(-c3nc(-c4ccccc4)no3)c2N)c1 | -66 | -0.1 | -4 | 0.9
CCOc1ccccc1NC(=O)c1cc(S(=O)(=O)NCc2ccc(F)cc2)ccc1F | 2 | -0.1 | -2 | -1.5
CC(C)N(CCNC(=O)c1cccc(N2CCc3ccccc3C2)n1)C(C)C | -9 | 0.0 | 5 | 2.3
O=[N+]([O-])c1ccc(NC(=S)Nc2ccccc2)c(O)c1 | -53 | -0.1 | -5 | -2.7
COc1ccc(NC(=O)c2cc(S(=O)(=O)NCc3ccco3)ccc2F)cc1 | -3 | -0.3 | 6 | -1.0

(more compounds)
SMILES | TEAD-YAP block | FBW7 act | MITF primary | GPR151 activ
CCOC(=O)c1oc2ccc(S(=O)(=O)Nc3c(C)nc4nc[nH]n4c3=O)cc2c1C | -5 | -0.2 | -9 | 1.7
CCOC(=O)CSc1nnc(-c2cccc(C)c2)n1-c1ccccc1 | -13 | 0.0 | 10 | 0.2
NS(=O)(=O)c1cc(Cl)c(Cl)c(S(N)(=O)=O)c1 | . | 0.3 | 20 | -1.2
CN1C(=N)S/C(=C\c2cccnc2)C1=O | 9 | 0.7 | -4 | -1.0
COCCn1nnnc1CN(Cc1ccccc1)Cc1ccccc1Cl | 3 | 0.7 | 3 | 0.5
O=C(CSc1nc2ccccc2c(=O)n1C1CCCC1)Nc1ccccc1C(F)(F)F | -3 | 0.0 | 7 | 1.3
Cc1cc(NS(=O)(=O)c2ccc(F)cc2)ccc1Br | -9 | 0.0 | 1 | 2.0
CC(=O)Nc1ccc2c(c1)OCCOCCOCCOCCO2 | 6 | 0.1 | 3 | 1.6

The results go on:
SMILES | TEAD-YAP block | FBW7 act | MITF primary | GPR151 activ
O=C(NCc1nnc2n1CCN(C(=O)CCCc1cccs1)CC2)c1cccc(F)c1 | 16 | 0.1 | 12 | 0.1
COC(=O)c1ccccc1NC(=O)CSc1nc2ccsc2c(=O)n1CCCC(=O)NCCc1ccccc1 | -5 | 0.0 | -10 | 1.2
Cc1cc(C)n(-c2cc(N/N=C/c3cccc(F)c3)ncn2)n1 | 0 | 0.0 | -11 | -1.1
O=C(Nn1c(-c2ccc(Cl)cc2)nc2ccccc2c1=O)c1cccc(Cl)c1 | 4 | -0.1 | 1 | 0.0
CCc1ccc(CNc2ccc(CNc3ncn[nH]3)cc2)cc1 | -8 | 0.1 | 0 | -0.2
CCN(CC)CCNC(=O)c1ccc2c(=O)n(CCOC)c(=S)[nH]c2c1 | 5 | -0.1 | -8 | -0.8
